H37Rv inhibition: M. tuberculosis growth inhibition, HTS (AID 449762); M. tuberculosis H37Rv growth inhibition, 7H9 media; higher % means a stronger effect; inhibition, % at 25 µM; hits with a dose series show IC50 in µM; 330,000 tested, 0.59% active; in the data active means a potency from the dose series; inconclusive means inhibition above about 70% without an active follow-up result;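 further: bacterial growth assessed after seven days of incubation; strong numbers were not always called active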
H1N1 NS1A inhibition: H1N1 influenza NS1A inhibitors, functional cell based assay (AID 504329) | 340,000 tested, 0.3% active | NS1A functional cell-based assay, percent inhibition; higher % means a stronger effect | inhibition, % at 12.5 µM; hits with a dose series show IC50 in µM; in the data active means a potency from the dose series; inconclusive means inhibition above about 27% without an active follow-up result; further: strong numbers were not always called active
VEEV TC-83 Vero: inhibitors of VEEV TC-83 cytopathic effect, confirmation, Vero cells (AID 588727); inhibition, % at 20 µM, or IC50 in µM where a hit was titrated; Vero cells, VEEV TC-83 cytopathic effect inhibition; higher % means a stronger effect; 350,000 tested, 0.13% active; in the data active means a potency from the dose series; inconclusive means inhibition mostly from about 14% at the one dose, without a potency; inactive means the rest, 99 in 100 with inhibition below about 12%; further: strong numbers were not always called active
tuberculosis growth: growth inhibition of non-replicating M. tuberculosis (AID 488890); Mycobacterium tuberculosis non-replicating, growth inhibition; higher % means a stronger effect; inhibition, % at 25 µM; hits with a dose series show IC50 in µM; 320,000 tested, 0.39% active; in the data active means a potency from the dose series; inconclusive means inhibition mostly from about 82% at the one dose, without a potency; inactive means the rest, 99 in 100 with inhibition below about 76%;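 further: plate controls were DMSO cells for no effect and high antibiotic wells for full effect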
Salmonella PhoP GFP: Inhibition of PhoP regulon, Salmonella typhi GFP reporter cells, confirmation, 4 h (AID 1850); Salmonella Typhi PhoP-promoter GFP reporter, fluorescence, 4 h; higher % means a stronger effect; inhibition, % at 50 µM, or IC50 in µM where a hit was titrated; 310,000 tested, 0.33% active; in the data active means a potency from the dose series; inconclusive means inhibition mostly from about 25% at the one dose, without a potency; inactive means the rest, 99 in 100 with inhibition below about 19%;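 further: 0% = induced wells with vehicle and 100% = uninduced wells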
VEEV TC-83 Vero 10K pilot screen: further read-out of VEEV TC-83 Vero, marked with its call; inhibition, %; measured here: 10K pilot screen inhibition
Active calls of the source: *; i = inactive; ? = inconclusive; / = no result given.

SMILES | H37Rv inhibition | H1N1 NS1A inhibition | VEEV TC-83 Vero | tuberculosis growth | Salmonella PhoP GFP | others
COc1ccc(C=C2C=C(C(C)(C)C)C(=O)C(C(C)(C)C)=C2)cc1OC | 2.94µM* | 26.0% | i | ? | 6.6%
COc1ccc(CC(=O)Nc2c3c(nn2C(C)(C)C)CS(=O)C3)cc1 (stereo not drawn) | -5.8% | 28.0% | i | / | -0.2%
CCc1noc(C)c1C(=O)NC1CCCc2c1cnn2-c1ccc(C(C)(C)C)cc1 (stereo not drawn) | -0.1% | -5.6% | 8.2% | -8.2% | -1.9%
C[C@H](CO)N1C[C@H](C)[C@@H](CN(C)C(=O)Nc2ccc(C(F)(F)F)cc2)Oc2c(NS(=O)(=O)c3ccccc3)cccc2C1=O | 1.5% | -4.0% | 4.7% | 45.2% | /
COc1ccc(C)cc1S(=O)(=O)N1CCc2ccccc2C1 | 0.5% | 5.1% | 0.8% | 5.7% | 7.4%
CN1C(=O)N(C)C(c2ccccc2Cl)C2=C1CC(C)(C)CC2=O (stereo not drawn) | -3.5% | -4.0% | 0.6% | / | 3.1%
C[C@H]1COC(=O)[C@H](CC(=O)OC(C)(C)C)C/C=C\C[C@@H](CC(=O)N[C@@H](CO)Cc2ccccc2)C(=O)N1 | -1.0% | -1.5% | 0.7% | / | /
CCCCn1c(N)c(N(CCOC)C(=O)C2CCN(C(=O)c3ccc(Cl)cc3)CC2)c(=O)[nH]c1=O | 11.5% | -2.7% | i | 6.6% | 2.5%
CC(C)(Oc1ccc(Cl)cc1)C(=O)OCC(=O)Nc1ncc(Cl)cc1Cl | -14.1% | 4.2% | i | 55.3% | -0.9%
CCOc1nc(C)cc(C)c1S(=O)(=O)c1cccc(Cl)c1 | 6.8% | 17.1% | i | 12.5% | -5.2%
C/C(CCc1ccc2c(c1)OCO2)=N\NC(=S)NC(C)C | 35.7µM* | -2.4% | 2.1% | 77.2% | 0.4%
CCC(C)C(NC(=O)C1CCC(C)CC1)C(=O)Nc1ccc(OC)cc1OC (stereo not drawn) | -13.0% | 12.8% | 1.9% | 37.3% | -4.6%
CCOC(=O)C[C@H]1c2cc(F)ccc2S(=O)(=O)N1c1cccc(OC)c1 | -9.3% | -10.8% | 1.4% | 9.7% | -12.7%
O=C(/C=C/c1ccc(Cl)cc1)NCc1ccncc1 | 1.2% | 12.1% | 0.6% | -5.7% | -4.6%
Cc1cccc(C)c1OCC(=O)Nc1ccccc1C(F)(F)F | -2.3% | 7.0% | 0.8% | -2.4% | 12.8%
Cc1ccc(NC(=O)CCn2cnc3ccccc3c2=O)cc1 | -4.6% | -21.8% | 0.1% | 18.1% | 5.5%
COc1ccc(NC(=O)CN(C)S(=O)(=O)c2ccc3c(c2)CC(C)N3C(C)=O)c(OC)c1 (stereo not drawn) | -1.0% | -2.9% | i | 13.2% | 3.6%
CC(C)(C)n1nnnc1C(c1cccnc1)N(Cc1ccccc1)Cc1ccco1 (stereo not drawn) | -5.4% | -9.7% | 5.8% | 20.8% | 4.1%
CCOC(=O)c1cc(C)nc(Sc2ccc(C)cc2)c1C#N | 4.4µM* | -3.1% | 7.2% | ? | 1.1%
Cc1cc(SCC(=O)N2CCCC2=O)nc2c(C)cccc12 | 1.4% | -1.5% | i | 7.0% | -1.0%
O=C(O)CCC(=O)Nc1cccc2cccnc12 | 5.2% | -10.8% | 1.2% | 3.5% | 8.6%
O=C(Nc1ccn(Cc2c(F)c(F)c(F)c(F)c2F)n1)c1ccc(COc2ccccc2Cl)cc1 | -14.0% | 5.7% | i | -3.3% | 5.4%
O=C(Nc1ccc(N2CCN(c3ccccc3)CC2)c(F)c1)C1CC1 | 4.1% | -0.1% | 3.4% | -1.9% | 5.7%
COc1ccccc1N1CCN(c2ccnc3cc(Cl)ccc23)CC1 | 10.8% | 4.8% | 7.2% | 61.9% | -4.3%
Cc1ccc2oc(C(=O)Nc3cc(C)on3)c(C)c2c1 | 6.9% | 0.6% | i | 13.4% | /
OCCC1CN(Cc2cccn2-c2ccccn2)CCN1Cc1ccccc1 (stereo not drawn) | -4.3% | -27.1% | i | 13.3% | -13.3%
Cc1ccc(F)c(NC(=O)c2c(-c3ccccc3)noc2C)c1 | 14.1% | -16.6% | 2.6% | 3.2% | -4.6%
O=C(NCc1cccc(C(F)(F)F)c1)c1ccc(=O)[nH]c1 | -0.8% | 5.7% | 0.4% | -1.1% | -0.1%
CC1CN(S(=O)(=O)c2ccc(C(=O)NCCCn3ccnc3)cc2)CC(C)O1 (stereo not drawn) | -8.8% | -0.1% | 7.1% | -7.3% | 4.6%
COc1cc(OC)cc(C(=O)Nc2ccc(S(=O)(=O)N(C)C)cc2)c1 | -4.8% | 5.9% | i | 4.4% | 1.4%
Cc1cc(C(F)F)n2ncc(C(=O)N3CCCCC3)c2n1 | -4.6% | 2.2% | i | -11.7% | -2.2%
Cc1ccc2oc(=O)n(CCCOc3ccccc3C)c2c1 | 5.8% | -13.2% | 0.9% | 69.0% | -2.8%
Cc1c(NC(=O)C(C)OC(=O)c2cc(Cl)nc(Cl)c2)c(=O)n(-c2ccccc2)n1C (stereo not drawn) | 8.2% | -6.0% | 0.8% | -7.6% | -7.9% | VEEV TC-83 Vero 10K pilot screen=0.2
O=C(CSc1nnc(COc2ccc(Br)cc2)o1)N1CCOCC1 | 1.4% | 1.3% | 0.3% | ? | -9.4%
O=C(NCC(c1ccco1)N1CCCCC1)c1ccc(S(=O)(=O)Nc2ccccc2Cl)cc1 (stereo not drawn) | -0.6% | -2.4% | i | 26.5% | /
Cc1cc(C)c(C)c(S(=O)(=O)Nc2ccccc2C(=O)O)c1C | 5.6% | 2.9% | 0.9% | 15.3% | 5.4%

Filtered by structure, the compounds so far containing a CF3 group.
SMILES | H37Rv inhibition | H1N1 NS1A inhibition | VEEV TC-83 Vero | tuberculosis growth | Salmonella PhoP GFP | others
C[C@H](CO)N1C[C@H](C)[C@@H](CN(C)C(=O)Nc2ccc(C(F)(F)F)cc2)Oc2c(NS(=O)(=O)c3ccccc3)cccc2C1=O | 1.5% | -4.0% | 4.7% | 45.2% | /
Cc1cccc(C)c1OCC(=O)Nc1ccccc1C(F)(F)F | -2.3% | 7.0% | 0.8% | -2.4% | 12.8%
O=C(NCc1cccc(C(F)(F)F)c1)c1ccc(=O)[nH]c1 | -0.8% | 5.7% | 0.4% | -1.1% | -0.1%

Other entries
SMILES | H37Rv inhibition | H1N1 NS1A inhibition | VEEV TC-83 Vero | tuberculosis growth | Salmonella PhoP GFP | others
COc1ccc(NC(=O)N(C)C[C@H]2Oc3c(NC(=O)Nc4ccc5c(c4)OCO5)cccc3C(=O)N([C@H](C)CO)C[C@@H]2C)cc1 | 3.8% | 3.0% | 7.6% | 36.1% | /
O=C(NC1CCCCC1)C(c1ccco1)N(C(=O)c1csnn1)C1CCCC1 (stereo not drawn) | -2.6% | 6.8% | i | -7.7% | 2.4%
Cc1cccc(Nc2nc(-c3sc(C)nc3C)cs2)c1 | ? | -1.6% | 4.2% | 70.9% | -4.0%
CC(=O)c1cnc2c(C(=O)O)cnn2c1C | 3.5% | 6.7% | 0.5% | 1.0% | -7.7%
Cc1cccc(C=Nc2ccc3c(c2)oc2ccccc23)c1O | ? | 3.9% | 0.2% | 59.4% | -5.0%
COc1cc(C=C2C(=O)OC(c3ccccc3)OC2=O)cc(Br)c1O (stereo not drawn) | 2.3% | 2.9% | i | -3.9% | 0.4%
COc1cccc(-c2c(C(=O)N/N=C/c3ccc(C)s3)nnn2-c2nonc2N)c1 | 2.4% | -13.8% | 4.7% | 7.8% | -4.0%
O=S(=O)(Nc1ccc(Cl)cn1)c1cccc(S(=O)(=O)c2ccccc2)c1 | -5.1% | -16.2% | i | 14.6% | -0.7%
CCOc1ccccc1NC(=S)N(CCC(C)C)C1CCN(C(C)=O)CC1 | 8.0% | 17.6% | i | -1.7% | -6.1%
CCN(CC)C(=O)Nc1ccc(C(=O)OC)cc1 | 0.9% | 4.9% | 0.7% | 11.6% | -8.3%
CC(C)COC(=O)C(C#N)c1nc2ccccc2nc1N1CCN(Cc2ccccc2)CC1 (stereo not drawn) | 18.5% | 14.4% | i | 6.2% | 9.9%
COc1ccc(N2CCN(C(=O)CN(Cc3ccccc3)S(C)(=O)=O)CC2)cc1 | -6.5% | -5.1% | 0.4% | -1.2% | -0.7%
O=C(CN1CCOCC1)NCCC12CC3CC(CC(C3)C1)C2 | -13.0% | -8.9% | i | -6.7% | -3.5% | VEEV TC-83 Vero 10K pilot screen=5.2
Cc1ccc(S(=O)(=O)NC(C)C(=O)NCc2ccc(Cl)cc2)cc1 (stereo not drawn) | 3.7% | / | 0.7% | -11.2% | 0.5%
Cc1c(O)c(C)c2c(c1O)C(=O)C[C@@H](c1ccccc1)O2 | -11.2% | -4.8% | 0.6% | -1.2% | / | VEEV TC-83 Vero 10K pilot screen=2.3
S=c1nc2ccccc2c2nc(-c3ccccc3Cl)[nH]n12 | 6.8% | -17.2% | 0.1% | -4.0% | -14.2%
CC(=O)NC1=NN(C(C)=O)C(c2ccc(F)cc2)S1 (stereo not drawn) | -2.2% | 4.2% | 3.6% | -6.1% | -1.7%
O=C(NC1CCCCC1)N1CCN(CCc2ccccc2)CC1 | 0.9% | 28.2% | 1.1% | 3.1% | 2.1%
N#CCCN1CCN(C(=S)c2ccc(-c3ccc(Cl)c(Cl)c3)o2)CC1 | 1.9% | 17.4% | 5.3% | 65.9% | -12.5%
COC(=O)C1=C(c2cccc(C#N)c2)C[C@@H]2CC[C@H]1N2C(=O)NCc1cccc2ccccc12 | -2.6% | -16.2% | 2.6% | -5.6% | /
COc1ccccc1OC(=O)c1cc2ccccc2oc1=O | 10.0% | -2.1% | 2.6% | 75.8% | 4.9%
COc1ccccc1OCC(=O)Nc1c2c(nn1-c1ccc(F)cc1)CS(=O)(=O)C2 | 15.7% | -11.8% | 0.5% | 1.6% | 7.6%
CC(=O)c1cccc(NCC(=O)Nc2cc(S(=O)(=O)N3CCCCC3)ccc2C)c1 | -1.1% | 0.4% | 6.5% | 8.3% | -3.4%
CCOC(=O)/C(C#N)=C/N=c1ccc(C)cn1C | 1.3% | -14.3% | i | -3.4% | 6.2%
COc1ccc(C2C(C#N)=C(N)Oc3cc4c(cc32)OCO4)cc1 (stereo not drawn) | -2.0% | 6.2% | 4.6% | 31.4% | -8.5%
CSc1ccccc1C(=O)N1CCN(c2cccc(Cl)c2)CC1 | -2.0% | 3.3% | 3.2% | 14.6% | -0.9%
Cc1nccn1CCCNC(=O)C1CCC(=O)N(Cc2ccccc2F)C1 (stereo not drawn) | 5.8% | 3.7% | 2.1% | -8.4% | -46.6%
O=C(CN1C(=O)C2C3C=CC(C3)C2C1=O)OCC(=O)c1ccc(Cl)cc1 (stereo not drawn) | / | -10.8% | 1.3% | / | /
O=c1cc(N2CCN(c3ccccc3Cl)CC2)[nH]c(=O)n1Cc1ccc(F)cc1 | 0.2% | 1.1% | i | 19.0% | 3.0%
Cn1c(/N=C/c2c[nH]c3ccccc23)nc2ccccc21 | -6.0% | 3.5% | i | 8.1% | -10.3%
O=C(O)c1cc(Oc2ccc(C(F)(F)F)cc2Cl)ccc1[N+](=O)[O-] | -5.3% | -3.4% | 0.6% | 10.0% | 17.2%
C#CCNC(=O)C1=C[C@@H](c2coc3ccccc3c2=O)[C@H](CCCO)[C@@H](OCC)O1 | -1.4% | -3.8% | 0.4% | -17.5% | 4.5%
COc1ccc2c(C)cc(SCC(=O)Nc3c(C)n(C)n(-c4ccccc4)c3=O)nc2c1 | -1.4% | 3.2% | 8.7% | -5.8% | 16.4%
CN(C(=O)COC(=O)COc1ccccc1F)C1CCS(=O)(=O)C1 (stereo not drawn) | -3.6% | 4.5% | 1.9% | -7.7% | 0.9%

Of the compounds above, 4 contain a COOH group:
SMILES | H37Rv inhibition | H1N1 NS1A inhibition | VEEV TC-83 Vero | tuberculosis growth | Salmonella PhoP GFP | others
O=C(O)CCC(=O)Nc1cccc2cccnc12 | 5.2% | -10.8% | 1.2% | 3.5% | 8.6%
Cc1cc(C)c(C)c(S(=O)(=O)Nc2ccccc2C(=O)O)c1C | 5.6% | 2.9% | 0.9% | 15.3% | 5.4%
CC(=O)c1cnc2c(C(=O)O)cnn2c1C | 3.5% | 6.7% | 0.5% | 1.0% | -7.7%
O=C(O)c1cc(Oc2ccc(C(F)(F)F)cc2Cl)ccc1[N+](=O)[O-] | -5.3% | -3.4% | 0.6% | 10.0% | 17.2%

Bioassay records from PubChem BioAssay.
